EPAC1 antagonist = qHTS for Antagonist of cAMP-regulated guanine nucleotide exchange factor 3 (EPAC1): primary screen; Rap guanine nucleotide exchange factor 3 (Homo sapiens), O95398; EPAC1 GEF assay, Rap1b-BODIPY-GDP exchange fluorescence; Potency, µM (titrated, usually from 115 µM), for inactives: top-dose activity change, negative = inhibition, usual class: inhibitors; hit rate 0.14% among 360,000; AID 720709, 2013;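 further: potency means the concentration at half of the fitted maximal effect; plate controls were vehicle for no effect and positive control for full effect; nearly all actives have a fitted effect of over 50% in size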
IL2 activator = qHTS of IL-2 Activators. IL-2 activation reporter assay, cell-based qHTS; stimulated with anti-CD3/CD4/CD28 beads; in transgenic mouse T cells. activation, % (series mostly up to about 46 µM). hit rate 0.065% among 360,000. AID 652025, 2013; in the data active means activation above about 50%; inconclusive means mostly about 30% to 49%; further: 0% is about no effect
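Using fluorescent plate cytometry, EGFP and DsRed are detected in transgenic mouse T cells stimulated 18 h at 37 degrees C with antibody-coated beads after 60 min compound pretreatment.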
PI5P4K alpha inh = qHTS for Inhibitors of phosphatidylinositol 5-phosphate 4-kinase (PI5P4K); Phosphatidylinositol 5-phosphate 4-kinase type-2 alpha (Homo sapiens), P48426; PI5P4Kalpha enzyme, ADP-Glo luminescence, 60 min; active compounds read low; AID 652105, 2013; max response, %; hit rate 1.2% among 330,000; active means max response of -50% or lower; inconclusive means between -30% and -50%; inactive means -30% or higher; further: value at the top dose of about 77 µM; on the % scale 0 is the no-effect control and ±100 the full control effect
Target sequence (P48426 whole entry, looked up): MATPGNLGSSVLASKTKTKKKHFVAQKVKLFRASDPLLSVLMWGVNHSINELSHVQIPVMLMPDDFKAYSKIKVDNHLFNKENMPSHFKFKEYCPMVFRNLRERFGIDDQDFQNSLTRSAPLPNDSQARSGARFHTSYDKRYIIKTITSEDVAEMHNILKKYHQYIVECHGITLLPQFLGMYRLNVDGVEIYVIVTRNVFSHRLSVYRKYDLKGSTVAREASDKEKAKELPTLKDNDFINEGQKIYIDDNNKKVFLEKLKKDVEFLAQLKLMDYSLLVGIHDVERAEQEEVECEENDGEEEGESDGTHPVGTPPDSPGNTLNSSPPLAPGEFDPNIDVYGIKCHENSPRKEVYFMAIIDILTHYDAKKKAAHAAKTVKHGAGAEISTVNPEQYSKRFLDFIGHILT
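Controls without substrate or without enzyme flank wells where PI5P4Kalpha converts substrate using 5 microM ATP (final). Incubation lasts 60 minutes at room temperature; ADP formed is read by ADP-Glo luminescence.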
WRN inhibitor = qHTS for Inhibitors of WRN Helicase. hit rate 0.46% among 360,000. Bifunctional 3'-5' exonuclease/ATP-dependent helicase WRN (Homo sapiens), Q14191. WRN helicase unwinding, fluorescent forked duplex, kinetic. Potency, µM (top dose mostly 114 µM), inactives show at the highest dose activity change, negative = inhibition, actives largely listed as inhibitors. AID 651768, 2012; further: potency means the concentration at half of the fitted maximal effect; on the % scale 0 is the no-effect control and ±100 the full control effect; nearly all actives have a fitted effect of over 55% in size
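WRN at 20 nM final preincubated with compound 15 min at room temperature; reaction started with 100 nM fluorophore/quencher forked duplex oligonucleotide and 2 mM ATP final. Unwinding followed kinetically by red fluorescence (ex 525, em 598 nm).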
EPAC1 agonist = qHTS for Agonist of cAMP-regulated guanine nucleotide exchange factor 3 (EPAC1): primary screen | hit rate 0.073% among 360,000 | Potency, µM (series often up to 154 µM), for inactives: at the highest dose activation, hits mostly activators | EPAC1 agonist qHTS, biochemical assay; response scale: 100% = response to 6.5 mM cAMP; further: potency means the concentration at half of the fitted maximal effect; nearly all actives have a fitted effect of over 60% in size
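EPAC1 100 nM, Rap1B–BODIPY-GDP 250 nM, unlabeled GDP 50 uM; compound titration; 5 min RT; kinetic read ex480/em540 at 5-min intervals ×30 min; data normalized to 6.5 mM cAMP agonist control.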
Abeta rescue = qHTS for compounds that reverse cellular toxicity of Amyloid beta (A-beta) peptide in yeast: Primary Screen | hit rate 0.063% among 410,000 | Potency, µM (doses to about 46.1 µM), without a hit: at the top dose growth rescue, most hits filed as activators | yeast expressing A-beta42, growth rescue, OD600, 48 h; response scale: 0% DMSO, 100% iron-clioquinol control | AID 1347071, 2019; further: potency means the concentration at half of the fitted maximal effect; nearly all actives have a fitted effect of over 55% in size
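Yeast growth medium received pinned compounds, then yeast cells expressing toxic A-beta were added; plates incubated at 30 C for 48 hr. Growth read as absorbance at 600 nm, normalized to DMSO and equimolar FeCl3 plus clioquinol controls.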
aSyn yeast inh = qHTS of alpha-syn Inhibitors. hit rate 0.14% among 370,000. Yeast expressing alpha-synuclein, growth rescue, BacTiter-Glo, 24 h. AID 652106, 2013. Potency, µM (doses to about 46.1 µM), for the others: at the highest dose growth rescue (activation), hits mostly activators; further: potency means the concentration at half of the fitted maximal effect; % of control where 0% means no effect; nearly all actives have a fitted effect of over 65% in size
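Readout is rescue of growth in alpha-synuclein-expressing yeast, so inhibitors of toxicity appear as activators. Growth after 24 hr at 30 deg C in galactose medium is quantified by luminescence.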
PLK1 PBD block = qHTS for Inhibitors of PLK1-PDB (polo-like kinase 1 - polo-box domain): Primary Screen. Potency, µM, for inactives: max response, negative = inhibition, usual class: inhibitors. Serine/threonine-protein kinase PLK1 (Homo sapiens), P53350. AID 720504, 2013. Plk1 PBD binding of FITC phosphopeptide, fluorescence polarization. hit rate 2.8% among 360,000; further: potency means the concentration at half of the fitted maximal effect; series mostly up to about 57 µM; on the % scale 0 is the no-effect control and ±100 the full control effect; nearly all actives have a fitted effect of over 65% in size
Target sequence (P53350 whole entry, looked up, the tested form may be a part): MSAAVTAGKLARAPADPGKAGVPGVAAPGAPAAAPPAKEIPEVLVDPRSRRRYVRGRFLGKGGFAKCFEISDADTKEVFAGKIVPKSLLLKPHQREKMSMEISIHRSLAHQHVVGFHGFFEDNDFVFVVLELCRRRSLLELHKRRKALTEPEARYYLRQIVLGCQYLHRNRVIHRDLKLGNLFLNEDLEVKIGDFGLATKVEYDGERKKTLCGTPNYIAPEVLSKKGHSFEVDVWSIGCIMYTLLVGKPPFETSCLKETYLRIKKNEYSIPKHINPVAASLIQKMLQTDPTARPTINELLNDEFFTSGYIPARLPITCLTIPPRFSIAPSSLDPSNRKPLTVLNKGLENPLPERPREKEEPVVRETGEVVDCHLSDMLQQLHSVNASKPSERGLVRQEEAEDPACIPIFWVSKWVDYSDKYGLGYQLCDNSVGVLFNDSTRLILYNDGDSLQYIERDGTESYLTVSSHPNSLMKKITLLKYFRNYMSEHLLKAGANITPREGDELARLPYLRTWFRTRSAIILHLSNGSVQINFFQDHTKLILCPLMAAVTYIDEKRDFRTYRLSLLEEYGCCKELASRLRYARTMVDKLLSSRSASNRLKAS
FUS suppressor = qHTS for Suppressors of FUS Proteinopathy: Primary screen using FUS-linked yeast assay; S. cerevisiae FUS-expressing, growth rescue, OD600, 24 h; Potency, µM (doses to about 76.6 µM), without a hit: top-dose growth rescue (activation), actives largely listed as activators; hit rate 0.24% among 390,000;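 further: potency means the concentration at half of the fitted maximal effect; plate controls were DMSO vehicle for no effect and reference control for full effect; nearly all actives have a fitted effect of over 55% in size; some results filed as inactive show a strong effect at the top dose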
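Restored growth of FUS-toxic S. cerevisiae, read as 600 nm absorbance after 24 h at 30C in galactose medium (starting OD 0.005). Controls CP55940 and DMSO.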
* hit, by the source's call; ? = inconclusive; nt = no result given; & = joins results of further samples; [ ] = dose if it differs, or a comment. Unless noted, the call rests on the fitted dose curve; in most records, active means well fitted curve in the direction sought with a large enough effect; inconclusive means small, poorly fitted or top-dose-only effect, or another doubt; inactive means no such curve, though single readings can be large; an effect the other way counts as inactive or inconclusive. Rows were taken by chance; overall some 4.1% were active at least once.

SMILES	EPAC1 antagonist	IL2 activator	PI5P4K alpha inh	WRN inhibitor	EPAC1 agonist	Abeta rescue	aSyn yeast inh	PLK1 PBD block	FUS suppressor
O=C(CN1C(=O)NC2(CCCC2)C1=O)NCCN1C(=O)S/C(=C\c2ccccc2F)C1=O	-5%	1.3	-7	-19%	5%	28%	1%	-7%	6%
c1ccc2[nH]c(-c3ccnc4ccccc34)nc2c1	-9%&-1%	-1.0&-0.1	1&1	0%&3%	3%&-4%	11%&15%	1%	-1%&-5%	10%&-16%
C#CCn1c(=NC(=O)c2ccc(S(=O)(=O)N3CCc4ccccc4C3)cc2)sc2cc(S(N)(=O)=O)ccc21	6%	-0.9	?	13%	0%	4%	-4%	-11%	?
Cc1ocnc1C(=O)Nc1ccc(Cl)cc1	8%	1.1	20	2%	-10%	3%	-9%	-3%	nt
O=C(CSc1ccc2c(c1)OCCO2)NCC1CCCO1 (configuration not stated)	1%	-1.3	-1	6%	7%	1%	-3%	?	6%
O=C(c1ccc(Br)c([N+](=O)[O-])c1)N1CCN(Cc2ccccc2)CC1	1%	-2.2	0	5%	0%	-6%	2%	4%	-21%
O=C(CSc1nnc(COc2ccccc2)n1Cc1ccco1)c1ccc(F)cc1	-1%	-2.4	-3	-12%	19%	-2%	9%	-15%	33%
Cc1ccc(-c2csc(NC(=O)CN3CCOCC3)n2)cc1	-1%	5.3	3	-20%	-2%	2%	10%	-2%	-3%
O=C(Cn1ccc2ccccc2c1=O)Nc1ccc2c(c1)OCO2	8%	-2.7	3	-6%[57.1 µM]	-11%	-3%	-1%	-3%	39%
O=C(CO/N=C/c1ccccc1O)NNC(=O)c1ccccc1Cl	28%	0.2	2	-3%	3%	-65%[inhibitor]	6%	-1%	14%
COc1ccc(Cl)c2sc(N3CCN(C(=O)C4=COCCO4)CC3)nc12	7%	-1.1	-3	-1%	-1%	10%	13%	-7%	20%
Cc1cccc(NC(=O)c2cnn3ccccc23)c1C	20%	-0.7	-1	4%	-3%	8%	0%	27µM*	-8%
CCOc1ccccc1O[C@H](c1ccccc1)[C@H]1CNCCO1	-11%	-0.2	13	7%	-5%	-11%	3%	-21%	-25%
CNC(C)C#Cc1ccc2oc3cc(C)c(C)cc3c(=O)c2c1 (configuration not stated)	4%	0.1	6	2%	-11%	-18%	11%	-5%	14%
O=C(NCc1ccc2c(c1)OCO2)c1cccc(S(=O)(=O)N2CCCCC2)c1	11%	-0.2	nt	-2%	10%	27%	-4%	2%	16%
CCN(C(=O)C1=COCCO1)c1nc2c(C)cccc2s1	-23%	-0.6	0	-20%	6%	11%	-2%	-10%	12%
COc1ccc(C(=O)NCCCCc2ccccc2)cc1	-7%	0.1	8	-1%	11%	14%	13%	-2%	14%
COc1ccc(NC(=O)c2cccc(OC(=S)N3CCOCC3)c2)cc1	1%	-0.3	0	-5%	-2%	3%	1%	-9%	-5%
O=C(CN1CCCC1)N/N=C/c1ccc(-c2cccc(Cl)c2)o1	0%	0.5	14	5%	0%	6%	-2%	-3%	0%
C[C@H]1CN([C@@H](C)CO)C(=O)Cc2cc(NC(=O)Nc3ccccc3)ccc2O[C@H]1CN(C)Cc1ccccc1	-8%	0.9	22	-6%	-2%	-7%	4%	-19%	-3%
CCOc1ccc(NC(=O)c2ccc3snnc3c2)cc1	8%	0.6	-1	3%	1%	-4%&-3%	0%&-3%	-6%	-13%&-26%
Cc1ccc([N+](=O)[O-])cc1-c1ccc(/C=N/NC(=O)c2cc3c(ccc4ccccc43)o2)o1	0%	-0.3	?	-3%	7%	9%	4%	-4%	39%
CC1CCN(C(=O)CCCC(=O)N2CCC(C)CC2)CC1	-2%	-3.8	2	20%	-6%	4%	0%	0%	-4%
CC1CC(C)(C)Nc2ccc(OC(=O)c3ccco3)cc21 (configuration not stated)	3%	3.4	5	6%	-1%	11%	18%	-3%	-2%
COc1ccc(Cl)cc1CN1C(=O)C(Cc2ccccc2)ON=C1C (configuration not stated)	-6%	-0.5	13	-6%	8%	20%	?	-5%	15%

Next section, overlapping the part above by 2 compounds.
SMILES	EPAC1 antagonist	IL2 activator	PI5P4K alpha inh	WRN inhibitor	EPAC1 agonist	Abeta rescue	aSyn yeast inh	PLK1 PBD block	FUS suppressor
CC1CC(C)(C)Nc2ccc(OC(=O)c3ccco3)cc21 (configuration not stated)	3%	3.4	5	6%	-1%	11%	18%	-3%	-2%
COc1ccc(Cl)cc1CN1C(=O)C(Cc2ccccc2)ON=C1C (configuration not stated)	-6%	-0.5	13	-6%	8%	20%	?	-5%	15%
O=C(CN1CCN(Cc2cccc(F)c2)CC1)NCc1ccccc1	-1%	1.0	-6	-28%	7%	-18%	1%	-9%	40%
COc1ccc(OC)c(NC(=O)C2(C)CCN2C(=O)C2(c3ccccc3)CCCC2)c1 (configuration not stated)	-1%	-0.4	11	-10%	13%	4%	0%	-8%	34%
CCCNC(=O)C1(C)CCCN(Cc2ccc(Oc3ccccc3)cc2)C1 (configuration not stated)	?	-1.1	3	0%[57.1 µM]	-5%	-10%	1%	-15%	-9%
COc1ccc2c(C)cc(C)nc2n1	11%	-3.5	1	8%	0%	-3%	0%	-3%	-20%
CCOC(=O)C1=C(COC(=O)Cc2ccccc2[N+](=O)[O-])NC(=O)NC1C (configuration not stated)	1%	0.0	-16	5%	3%	-1%	3%	-9%	-36%
COc1ccc(OC)c(-c2nc(C)sc2CC(=O)O)c1	12%	-0.2	nt	0%	12%	-17%	1%	-6%	-12%
Cc1cccc(NC(=S)NNC(=O)c2csc3c2CCC(C)C3)c1 (configuration not stated)	-20%	1.8	nt	-11%	23%	?	1%	-18%	36%
COc1cccc(C(=O)C(=O)c2cccc(OC)c2OC)c1OC	-9%	0.3	-6	-1%	5%	17%	0%	-6%	21%
COCc1cccc(-c2csc(C(NC(C)=O)c3cccc(F)c3)n2)c1 (configuration not stated)	-3%	1.2	1	-2%	-6%	-9%	5%	5%	13%
O=C(CO/N=C/c1ccc(Cl)cc1Cl)NNC(=O)c1cccc(Cl)c1	-9%	-1.7	5	-1%	7%	-4%	0%	-3%	1%
CCOC(=O)c1ccccc1NC(=O)c1cc(S(=O)(=O)N2CCOCC2)ccc1F	-23%	-0.8	2	-13%	16%	-17%	15%	-9%	33%
O=C(Nc1nc2ccsc2c(=O)s1)c1ccc(F)cc1	10%	-2.3	-10	2%	1%	-21%	0%	-2%	15%
CC(=O)c1cccc(NC(=O)CCn2c(=S)oc3ccccc32)c1	13%	-0.3	10	-23%	13%	-3%	2%	0%	7%
Cc1cc(-c2ccc(C(C)C)c(S(=O)(=O)NCc3ccco3)c2)on1	-2%	-2.9	-23	-12%	-1%	-1%	14%	?	26%
CC(C)c1cccc(-c2ccc3c(c2)S(=O)(=O)c2cccc(C(=O)NCc4ccco4)c2C3=O)c1	-16%	-4.2	-23	-11%[11.6 µM]	-24%	-13%	-3%	42µM*	9%
CCOC(=O)c1sc(NC(=O)Cc2ccc(C)cc2)nc1C	-10%	1.6	-1	1%	-1%	-3%	10%	-4%	-6%
CCOC(=O)c1c(C)n(C)c2ccc(O)c(CN(CC)CC)c12	0%	-1.2	1	5%	0%	9%	1%	-3%	12%
O=C(NCc1ccc2c(c1)OCO2)C1CCCN(S(=O)(=O)c2cccs2)C1 (configuration not stated)	-7%	0.2	-3	-4%	-5%	-9%	6%	4%	8%
Cc1ccc(S(=O)(=O)N2CCC(C(=O)N[C@H](C(=O)N3CCN(C)CC3)C(C)C)CC2)cc1	-16%	-2.5	nt	1%	-3%	-5%	4%	-5%	26%

Exported with bars between the fields: part of the list above
structure | EPAC1 antagonist | IL2 activator | PI5P4K alpha inh | WRN inhibitor | EPAC1 agonist | Abeta rescue | aSyn yeast inh | PLK1 PBD block | FUS suppressor
O=C(CO/N=C/c1ccc(Cl)cc1Cl)NNC(=O)c1cccc(Cl)c1 | -9% | -1.7 | 5 | -1% | 7% | -4% | 0% | -3% | 1%
CCOC(=O)c1ccccc1NC(=O)c1cc(S(=O)(=O)N2CCOCC2)ccc1F | -23% | -0.8 | 2 | -13% | 16% | -17% | 15% | -9% | 33%
O=C(Nc1nc2ccsc2c(=O)s1)c1ccc(F)cc1 | 10% | -2.3 | -10 | 2% | 1% | -21% | 0% | -2% | 15%
CC(=O)c1cccc(NC(=O)CCn2c(=S)oc3ccccc32)c1 | 13% | -0.3 | 10 | -23% | 13% | -3% | 2% | 0% | 7%
Cc1cc(-c2ccc(C(C)C)c(S(=O)(=O)NCc3ccco3)c2)on1 | -2% | -2.9 | -23 | -12% | -1% | -1% | 14% | ? | 26%
CC(C)c1cccc(-c2ccc3c(c2)S(=O)(=O)c2cccc(C(=O)NCc4ccco4)c2C3=O)c1 | -16% | -4.2 | -23 | -11%[11.6 µM] | -24% | -13% | -3% | 42µM* | 9%
CCOC(=O)c1sc(NC(=O)Cc2ccc(C)cc2)nc1C | -10% | 1.6 | -1 | 1% | -1% | -3% | 10% | -4% | -6%
CCOC(=O)c1c(C)n(C)c2ccc(O)c(CN(CC)CC)c12 | 0% | -1.2 | 1 | 5% | 0% | 9% | 1% | -3% | 12%
